XIAP antagonists: XIAP antagonists, biochemical, IAP family, fluorescence polarization (AID 1018). XIAP BIR domain, fluorescence polarization peptide displacement; higher % means a stronger effect. displacement, % at 20 µM, or IC50 in µM where a hit was titrated. 0.007% of 200,000 active; in the data active means displacement above about 50%; further: a part of the inactive calls stands beside numbers as strong as those of hits
M1AAP inhibition: malaria alanyl aminopeptidase activity blockers – biochemical, fluorogenic H-Leu-NHMec substrate, 1536-well (AID 1445) | recombinant M1AAP, H-Leu-NHMec fluorogenic kinetic assay; higher % means a stronger effect | inhibition, % at 30 µM; hits with a dose series show IC50 in µM | 0.42% of 220,000 active;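 active means primary inhibition above the hit cutoff, then over 50% inhibition at one or more dose response concentrations, cut at about 23% in these data, passing the limit was not always enough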;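 further: plate controls were DMSO full reaction for no effect and no enzyme background for full effect; strong numbers were not always called active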
M17LAP inhibition: P. falciparum M17LAP inhibitors, primary screen, biochemical, fluorogenic H-Leu-NHMec substrate, 1536-well (AID 1619); recombinant M17LAP, H-Leu-NHMec fluorogenic kinetic assay; higher % means a stronger effect; inhibition, % at 30 µM, or IC50 in µM where a hit was titrated; 0.38% of 220,000 active;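 active means compound inhibiting the enzyme by more than half at any dose during confirmatory dose-response retesting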;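 further: plate controls were full reaction with DMSO carrier for no effect and no enzyme background for full effect; strong numbers were not always called active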
PMI inhibition: MPI inhibition at elevated mannose 6-phosphate – biochemical, fluorescence intensity, high mannose 6-phosphate, primary screen (AID 1220) | recombinant PMI enzyme, coupled fluorescence intensity; higher % means a stronger effect | one-dose inhibition, % at 20 µM; IC50 in µM for titrated hits | 0.66% of 190,000 active
TNAP activators: human TNAP enzyme activators, primary screen, biochemical, luminescent, no phosphate acceptor, uHTS (AID 1001). purified TNAP, luminescent activation assay, no phosphate acceptor; higher activation fold means a stronger effect. activation fold at 20 µM; hits with a dose series show EC50 in µM. 0.03% of 200,000 active; in the data active means activation fold from about 3, or a potency from the dose series; inactive means the rest, 99 in 100 with activation fold below about 1.6; further: many of its hits are not listed in these tables
Lipid droplet: modulators of hepatic lipid droplet formation; AML12 mouse hepatocytes, oleate lipid droplets, BODIPY imaging; inhibition, % at 6.5 µM; 0.4% of 240,000 active; AID 1656;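 active means lipid droplet intensity inhibited by at least 50%, with more than 500 cells counted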
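Test system: AML12 hepatocytes (mouse); reagent: oleate loading, 100 µM; dosing: one dose, 6.5 µM compound; incubation: overnight exposure; signal: fluorescence imaging, 20x objective, two fields per well; read-out basis: % inhibition of corrected integrated BODIPY droplet signal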
Siah-1 displacement: Siah-1 peptide-binding antagonists, primary screen, biochemical, fluorescence polarization, rhodamine-plectin, uHTS (AID 1817) | 0.02% of 290,000 active | displacement, % at 20 µM, or IC50 in µM where a hit was titrated | Siah-1 / rhodamine-plectin peptide fluorescence polarization; higher % means a stronger effect;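 active means displacement of at least 50% at 20 µM, with a fluorescence ratio check between 0.3 and a set limit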;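 further: plate controls were Siah plus tracer with DMSO for no effect and tracer alone without Siah for full effect; strong numbers were not always called active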
K1F lysis inhibition: protection from phage-mediated lysis, alamar blue read-out – E. coli UTI89, K1F phage, bacterial capsule biogenesis inhibitors (AID 488966); inhibition, % at 100 µM; hits with a dose series show IC50 in µM; 0.02% of 340,000 active; E. coli UTI89 K1F phage lysis, alamar blue, 2 h; higher % means a stronger effect;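 active means phage lysis inhibition, versus mean bacterial control, above a set limit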;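 further: capsule biogenesis inhibitors block K1F phage lysis so surviving cells raise fluorescence; higher fluorescence means more inhibition of phage lysis; actives were called in the ten point dose series up to 300 µM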
PMI inhibitors: MPI enzyme activity inhibition – biochemical, fluorescence intensity, coupled assay, primary screen (AID 1209). purified PMI enzyme, coupled fluorescence intensity; higher % means a stronger effect. inhibition, % at 20 µM; hits with a dose series show IC50 in µM. 0.42% of 190,000 active;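 further: plate controls were DMSO vehicle for no effect and wells lacking substrate for full effect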
Lipid droplet cells 6.5 µM: also measured in Lipid droplet; calls as there; cell count; measured here: cell count, cytotoxicity flag;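 cells counted across two imaged fields per well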
* hit, by the source's call; [ ] = remark or other dose. Unless noted, no stated cut-off is given here; in the data, active means inhibition above about 50%; inactive means the rest.

`CC(=O)N1CCN(c2ccc(NC(=O)c3ccc4c(c3)OCO4)cc2)CC1` gave XIAP antagonists -3.2%, M1AAP inhibition -1.9%, M17LAP inhibition -9.4%, PMI inhibition 2.2%, TNAP activators 1.1, Siah-1 displacement 4.2%, K1F lysis inhibition 0.2% and PMI inhibitors 0.2%.
COc1ccccc1/C=C/C(=O)NC(=S)NC(C)C was read as XIAP antagonists -16.6%, M1AAP inhibition 9.6%, M17LAP inhibition -5.1%, PMI inhibition -7.0%, TNAP activators 0.9, Lipid droplet -30.4, Siah-1 displacement 1.4%, K1F lysis inhibition 4.7%, PMI inhibitors -0.4% and Lipid droplet cells 6.5 µM 686.
`CSc1nc2sc3c(c2c2nnnn12)CCC3` gave XIAP antagonists -2.9%, PMI inhibition -3.0%, TNAP activators 1.1, Siah-1 displacement 0.7% and PMI inhibitors 1.2%.
`O=c1[nH]cnc2sc3c(c12)CCN(Cc1ccccc1)C3` gave XIAP antagonists -3.7%, M1AAP inhibition 5.7%, M17LAP inhibition -24.9%, PMI inhibition -63.2%, TNAP activators 1, Lipid droplet 54.7*, Siah-1 displacement 1.0%, K1F lysis inhibition 2.2%[50 µM], PMI inhibitors -59.4% and Lipid droplet cells 6.5 µM 558*.
`COc1cc(-c2nnc(SCC(=O)NC3CCS(=O)(=O)C3)o2)cc(OC)c1OC` (stereo not given) gave XIAP antagonists -0.9%, M1AAP inhibition 8.7%, M17LAP inhibition 3.4%, PMI inhibition -10.7%, TNAP activators 1.4, Lipid droplet 40.0, Siah-1 displacement 2.2%, K1F lysis inhibition 0.2%, PMI inhibitors -8.4% and Lipid droplet cells 6.5 µM 719.
Screening Cc1nc(C(F)(F)F)ccc1C(=O)Nc1ccccc1F returned M1AAP inhibition -1.5%, M17LAP inhibition 5.5%, Lipid droplet -2.0, Siah-1 displacement -5.1%, K1F lysis inhibition 0.2% and Lipid droplet cells 6.5 µM 655.
Screening CC1=NN(C(N)=S)C(=O)C1N=Nc1c(C)cc(C)cc1C (stereo not given) returned XIAP antagonists -0.6%, M1AAP inhibition -2.0%, M17LAP inhibition 4.0%, PMI inhibition -8.3%, TNAP activators 1.1, Lipid droplet 18.6, Siah-1 displacement 0.3%, K1F lysis inhibition 5.0%, PMI inhibitors -4.9% and Lipid droplet cells 6.5 µM 776.
For CCc1nnc(NC(=O)CSc2nccn2-c2cccc(C)c2)s1 the results were XIAP antagonists -5.4%, M1AAP inhibition 6.8%, M17LAP inhibition 7.3%, PMI inhibition 11.0%, TNAP activators 1, Siah-1 displacement 1.1%, K1F lysis inhibition -0.2% and PMI inhibitors 9.1%.
`CNC(=O)CN(C1CCCCC1)S(=O)(=O)c1ccc(F)cc1` gave XIAP antagonists -6.9%, M1AAP inhibition 8.7%, M17LAP inhibition 4.7%, PMI inhibition 1.1%, TNAP activators 1.1, Lipid droplet 14.4, Siah-1 displacement 1.1%, K1F lysis inhibition 0.3%, PMI inhibitors 1.5% and Lipid droplet cells 6.5 µM 701.
`Fc1cc(F)cc(NC(=S)N2CCN(c3ncccn3)CC2)c1` gave XIAP antagonists -1.8%, M1AAP inhibition -0.6%, M17LAP inhibition 1.3%, PMI inhibition 3.6%, TNAP activators 1.1, Lipid droplet 0.6, Siah-1 displacement 4.0%, K1F lysis inhibition 0.1%, PMI inhibitors 5.9% and Lipid droplet cells 6.5 µM 770.
O=C(CCNC(=O)c1ccccc1Cl)Nc1nc2ccccc2s1 was read as XIAP antagonists -2.9%, M1AAP inhibition 5.7%, M17LAP inhibition 11.0%, PMI inhibition -0.6%, TNAP activators 1.3, Lipid droplet 2.1, Siah-1 displacement 16.2%, K1F lysis inhibition 0.5%, PMI inhibitors 3.1% and Lipid droplet cells 6.5 µM 670.
For COc1c(Cl)cc(Cl)cc1C(=O)n1nc(C)cc1C the results were XIAP antagonists -7.3%, M1AAP inhibition -8.9%, M17LAP inhibition 17.4%, PMI inhibition 3.7%, TNAP activators 1, Lipid droplet 5.9, Siah-1 displacement -1.2%, K1F lysis inhibition 0.6%, PMI inhibitors 3.2% and Lipid droplet cells 6.5 µM 788.
Screening CCCCOP(=O)(c1ccc(N(C)C)cc1)C(O)c1ccccc1F (stereo not given) returned XIAP antagonists -0.7%, M1AAP inhibition 6.2%, M17LAP inhibition -3.0%, PMI inhibition -6.4%, TNAP activators 0.8, Siah-1 displacement -4.8%, K1F lysis inhibition 8.0% and PMI inhibitors -7.6%.
COC(=O)c1c(O)cc(C(C)(C)C)n(-c2ccc(F)cc2)c1=O was read as XIAP antagonists -2.2%, M1AAP inhibition 3.5%, M17LAP inhibition -12.5%, PMI inhibition -11.5%, TNAP activators 1.1, Lipid droplet 17.0, Siah-1 displacement 7.9%, K1F lysis inhibition -0.2%[50 µM], PMI inhibitors -6.4% and Lipid droplet cells 6.5 µM 601.
For O=C1OCCC/C1=C\c1ccc2c(c1)OCO2 the results were M1AAP inhibition -12.2%, M17LAP inhibition -7.0%, Lipid droplet 7.0, Siah-1 displacement 2.0%, K1F lysis inhibition 0.4% and Lipid droplet cells 6.5 µM 666.
COc1ccc(CC(=O)NCc2ccc3c(c2)cc(C)n3C)cc1 was read as XIAP antagonists -6.0%, M1AAP inhibition -0.1%, M17LAP inhibition 2.6%, PMI inhibition -6.1%, TNAP activators 1.2, Lipid droplet -10.1, Siah-1 displacement 5.4%, K1F lysis inhibition 0.0%, PMI inhibitors -1.5% and Lipid droplet cells 6.5 µM 732.
`Cc1cnc(NC(=O)c2cc3ccccc3o2)s1` gave XIAP antagonists -0.9%, M1AAP inhibition -0.6%, M17LAP inhibition 3.7%, PMI inhibition 0.9%, TNAP activators 1.2, Lipid droplet -2.7, Siah-1 displacement 5.3%, K1F lysis inhibition 2.6%, PMI inhibitors -2.1% and Lipid droplet cells 6.5 µM 666.
CCC(=O)Nc1ccc(-c2nnc(SCc3ccc(C(=O)Nc4nccs4)cc3)n2CC)cc1 was read as XIAP antagonists -0.1%, M1AAP inhibition 1.1%, M17LAP inhibition -6.6%, PMI inhibition 10.7%, TNAP activators 1.1, Siah-1 displacement -0.2%, K1F lysis inhibition 1.7% and PMI inhibitors 4.2%.
`O=CN1CC(=O)N(c2ccccc2)c2c([nH]c3ccccc23)C1` gave XIAP antagonists -0.8%, M1AAP inhibition 10.6%, M17LAP inhibition 19.5%, PMI inhibition 11.3%, TNAP activators 1, Siah-1 displacement -3.3%, K1F lysis inhibition -0.3% and PMI inhibitors 2.0%.
`CN(C)CCNCc1ccc(OC2CCCC2)cc1` gave XIAP antagonists -7.5%, M1AAP inhibition 1.8%, M17LAP inhibition 0.2%, PMI inhibition -13.3%, TNAP activators 1.2, Lipid droplet 16.6, Siah-1 displacement 1.0%, K1F lysis inhibition 2.0%, PMI inhibitors -10.5% and Lipid droplet cells 6.5 µM 774.

Two compounds drawn at random from those above, as already listed:
Screening Cc1nc(C(F)(F)F)ccc1C(=O)Nc1ccccc1F returned M1AAP inhibition -1.5%, M17LAP inhibition 5.5%, Lipid droplet -2.0, Siah-1 displacement -5.1%, K1F lysis inhibition 0.2% and Lipid droplet cells 6.5 µM 655.
`O=c1[nH]cnc2sc3c(c12)CCN(Cc1ccccc1)C3` gave XIAP antagonists -3.7%, M1AAP inhibition 5.7%, M17LAP inhibition -24.9%, PMI inhibition -63.2%, TNAP activators 1, Lipid droplet 54.7*, Siah-1 displacement 1.0%, K1F lysis inhibition 2.2%[50 µM], PMI inhibitors -59.4% and Lipid droplet cells 6.5 µM 558*.

Next part
`COc1ccc(-c2nc3ccccc3s2)cc1O` gave XIAP antagonists -5.6%, M1AAP inhibition 12.3%, M17LAP inhibition 15.1%, PMI inhibition 6.3%, TNAP activators 1.1, Lipid droplet -6.9, Siah-1 displacement -1.6%, K1F lysis inhibition -0.5%, PMI inhibitors 9.6% and Lipid droplet cells 6.5 µM 699.
Screening CCOC(=O)C1=C(C)N(C2CCCCC2)C(=O)C1 returned XIAP antagonists -7.0%, M1AAP inhibition 5.2%, M17LAP inhibition -0.4%, PMI inhibition 6.3%, TNAP activators 1.1, Siah-1 displacement -2.1%, K1F lysis inhibition 0.8% and PMI inhibitors -4.9%.
For CC(=O)C1=C(O)C(=O)OC1c1ccc(C)cc1 (stereo not given) the results were XIAP antagonists -3.8%, M1AAP inhibition -7.1%, M17LAP inhibition -3.9%, PMI inhibition -14.1%, TNAP activators 1.1, Lipid droplet 19.6, Siah-1 displacement 23.7%, K1F lysis inhibition 1.0%, PMI inhibitors -14.3% and Lipid droplet cells 6.5 µM 727.
`Oc1ccc2ccccc2c1C=NC12CN3CCN(CN(C3)C1)C2` gave XIAP antagonists -6.0%, M1AAP inhibition 3.8%, M17LAP inhibition 2.2%, PMI inhibition 27.6µM*, TNAP activators 1, Siah-1 displacement 3.8%, K1F lysis inhibition 0.6% and PMI inhibitors 67.7%*.
Cc1cn(CC2COC(C)(C)O2)c(=O)[nH]c1=O (stereo not given) was read as XIAP antagonists -3.0%, M1AAP inhibition 1.0%, M17LAP inhibition 4.5%, PMI inhibition 2.7%, TNAP activators 1.1, Siah-1 displacement 6.7%, K1F lysis inhibition -1.1% and PMI inhibitors 6.6%.
`Cc1ccc(O)c(N=Cc2cccs2)c1` gave XIAP antagonists -4.2%, M1AAP inhibition 2.7%, M17LAP inhibition 14.2%, PMI inhibition 65.7%*, TNAP activators 1.1, Lipid droplet 10.4, Siah-1 displacement -1.8%, K1F lysis inhibition 2.9%, PMI inhibitors 31.2% and Lipid droplet cells 6.5 µM 714.
For COCCNC(=S)N1CCC(NC(=O)C23CC4CC(CC(C4)C2)C3)CC1 the results were XIAP antagonists -5.1%, M1AAP inhibition 3.5%, M17LAP inhibition -0.3%, PMI inhibition 9.9%, TNAP activators 1, Lipid droplet 17.6, Siah-1 displacement -5.2%, K1F lysis inhibition 2.1%, PMI inhibitors -2.4% and Lipid droplet cells 6.5 µM 662.
For CCNC(=O)COC(=O)CNC(=O)c1cc(Cl)cc([N+](=O)[O-])c1 the results were XIAP antagonists -0.6%, M1AAP inhibition -4.0%, M17LAP inhibition -18.9%, PMI inhibition 3.1%, TNAP activators 1, Lipid droplet -10.9, Siah-1 displacement -6.5%, K1F lysis inhibition 2.9%[50 µM], PMI inhibitors -12.6% and Lipid droplet cells 6.5 µM 719.
Screening COc1ccc(-c2cc(C(=O)Nc3ccc(S(=O)(=O)Nc4onc(C)c4C)cc3)c3ccccc3n2)cc1 returned M1AAP inhibition 16.4%, M17LAP inhibition 2.0%, Lipid droplet -52.2, Siah-1 displacement 13.8%, K1F lysis inhibition -0.1% and Lipid droplet cells 6.5 µM 705.

Compound activity from PubChem.
